From PubChem
ALOX15 inhib – qHTS Assay for Inhibitors of 15-hLO (15-human lipoxygenase); Polyunsaturated fatty acid lipoxygenase ALOX15 (Homo sapiens), P16050; purified 15hLO-1, xylenol orange hydroperoxide absorbance; Potency, µM (highest dose often 57.1 µM), inactives show at the top dose activity change, negative = inhibition, hits mostly inhibitors; 1.4% of 74,000 active; AID 887, 2007; note: potency is the fitted concentration of half-maximal effect; % is set by controls: 0 for no effect and ±100 for the full control effect; nearly all actives have a fitted effect of over 55% in size
Target sequence (P16050 whole entry, looked up): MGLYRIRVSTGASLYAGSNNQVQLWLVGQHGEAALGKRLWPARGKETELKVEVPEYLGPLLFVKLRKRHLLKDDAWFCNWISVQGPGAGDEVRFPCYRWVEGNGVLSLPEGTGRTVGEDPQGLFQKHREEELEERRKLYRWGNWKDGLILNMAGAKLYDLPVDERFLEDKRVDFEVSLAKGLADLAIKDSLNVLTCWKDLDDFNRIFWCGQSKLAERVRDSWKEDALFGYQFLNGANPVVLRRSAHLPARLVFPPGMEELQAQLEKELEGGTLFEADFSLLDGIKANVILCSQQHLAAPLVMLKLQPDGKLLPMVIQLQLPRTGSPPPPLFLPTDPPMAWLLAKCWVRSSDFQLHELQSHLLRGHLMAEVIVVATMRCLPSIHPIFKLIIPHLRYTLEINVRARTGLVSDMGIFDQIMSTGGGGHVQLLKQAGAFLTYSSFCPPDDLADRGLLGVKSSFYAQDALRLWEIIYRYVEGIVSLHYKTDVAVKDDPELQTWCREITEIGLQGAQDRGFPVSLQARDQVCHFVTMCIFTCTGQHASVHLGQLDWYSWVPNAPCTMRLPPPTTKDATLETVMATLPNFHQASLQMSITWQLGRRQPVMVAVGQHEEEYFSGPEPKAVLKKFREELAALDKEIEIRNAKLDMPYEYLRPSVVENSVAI
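Hydroperoxide formed from arachidonic acid (50 uM) by purified human 15hLO-1 (40 nM) oxidizes ferrous iron, and the ferric-xylenol orange complex is read at 573 versus 405 nm. Compounds were preincubated 15 min; reaction ran 6 min at room temperature.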
Rhodamine autofl – qHTS Assay for Spectroscopic Profiling in Rhodamine Spectral Region; max dye-equivalent concentration, M; 0.05% of 59,000 active; Rhodamine-region fluorescence, 547/598 nm, Tris buffer; active compounds read high; in the data active = max dye-equivalent concentration above about 11 nM; inconclusive = between about 1.1 nM and that limit
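Intensities are converted to rhodamine-equivalent concentration using a six-point rhodamine standard on each plate. Compounds sit 15 min at room temperature in 100 mM Tris buffer, pH 8.0; read uses the 547/598 nm excitation/emission pair.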
Texas Red fluor – qHTS Assay for Spectroscopic Profiling in Texas Red Spectral Region; Compound fluorescence, Texas Red channel, 547/618 nm; active compounds read high; max dye-equivalent concentration, M; 0.06% of 59,000 active; in the data active = max dye-equivalent concentration above about 10 nM; inconclusive = between about 1.1 nM and that limit
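Spectral interference profiling: each compound concentration's relative fluorescence, read with a 547 nm excitation and 618 nm emission filter pair, was normalized to a per-plate Texas Red standard curve.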
4-MU autofl – qHTS Assay for Spectroscopic Profiling in 4-MU Spectral Region | compound autofluorescence, 340/450 nm, 4-MU equivalents; active compounds read high | max dye-equivalent concentration, M | 11% of 59,000 active; in the data active = max dye-equivalent concentration above about 10 nM; inconclusive = mostly about 1.1 nM to 9.6 nM
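Intrinsic fluorescence at 340/450 nm (ex/em) was read after 15 min at room temperature in pH 8.0, 100 mM Tris. Each compound concentration expressed as 4-MU-equivalent concentration from a six-point 4-MU standard series on each plate.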
Ub-GFP proteasome – Ubiquitin-GFP Assay; 67,000 tested, under 10 active; Potency, µM (series often up to 45.9 µM), without a hit: top-dose activation (GFP accumulation), hits mostly activators; Ubiquitin-GFP reporter cells, proteasome inhibition, GFP fluorescence; response scale: untreated = 0%, 10 µM MG-132 = 100%; active = well fitted activation curve with a large enough effect, not every such curve was filed as active; inconclusive = small, poorly fitted or top-dose-only effect, or another doubt; inactive = no such curve, though single readings can be large or run the other way; note: potency is the fitted concentration of half-maximal effect
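Reporter cells (U2OS, ubiquitin-G76V-GFP fusion) are plated overnight, then treated 4 hr at 37 °C with compound titrations from 46 uM down to 2.9 nM. Activity is scaled against untreated cells and 10 uM MG-132.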
Hsp90 Hop PPI – qHTS Assay for Disrupters of an Hsp90 Co-Chaperone Interaction; AlphaScreen TPR2A-His6 binding biotin-Hsp90 C-terminal peptide; Potency, µM (series often up to 57 µM), inactives show at the top dose activity change, negative = inhibition; 0.44% of 71,000 active; AID 595, 2007; Hsp90 C-terminal peptide / TPR2A (Hop) interaction, human; active = well fitted curve in either direction with a large enough effect; inconclusive = small, poorly fitted or top-dose-only effect, or another doubt; note: potency is the fitted concentration of half-maximal effect; % is set by controls: 0 for no effect and ±100 for the full control effect; many of its hits are not listed in these tables
DNA Pol III inh – qHTS Assay for Inhibitors of DNA Polymerase III Holoenzyme System. reconstituted DNA polymerase III holoenzyme replication, biochemical. Potency, µM (highest dose often 57.1 µM), for inactives: at the highest dose activity change, negative = inhibition. 0.25% of 71,000 active. AID 603, 2007; note: potency is the fitted concentration of half-maximal effect; % is set by controls: 0 for no effect and ±100 for the full control effect
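Reconstituted *E. coli* holoenzyme (0.35 nM Pol III, 1 nM beta, 154 nM SSB, 2 nM primase) was preincubated with compound for 15 min at RT. Synthesis on 1.4 nM ssM13Gori ran 35 min, then was stopped with PicoGreen/EDTA and read as dsDNA fluorescence.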
Fluorescein fluor – qHTS Assay for Spectroscopic Profiling in Fluorescein Spectral Region. Compound autofluorescence, 480/540 nm, fluorescein-equivalent; active compounds read high. max fluorescein-equivalent concentration, M. 0.91% of 59,000 active. AID 593, 2007; in the data active = max fluorescein-equivalent concentration above about 10 nM; inconclusive = between about 1.1 nM and that limit
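Fluorescein stocks ranging 3 mM down to 300 nM, plus DMSO blanks, were pinned alongside compounds to build a per-plate standard curve. Buffer: 100 mM Tris, pH 8.0. Incubation 15 min, room temperature; filters 480/540 nm.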
HADH2 inh – qHTS Assay for Inhibitors of HADH2 (Hydroxyacyl-Coenzyme A Dehydrogenase, Type II); 3-hydroxyacyl-CoA dehydrogenase type-2 (Homo sapiens), Q99714; recombinant HADH2, NADH fluorescence, beta-hydroxybutyryl-CoA; Potency, µM (series often up to 57.1 µM), without a hit: top-dose activity change, negative = inhibition, most hits filed as inhibitors; 3.4% of 73,000 active; note: potency is the fitted concentration of half-maximal effect; % is set by controls: 0 for no effect and ±100 for the full control effect; nearly all actives have a fitted effect of over 60% in size; many of its hits are not listed in these tables
Target sequence (Q99714 whole entry, looked up, one chain of several): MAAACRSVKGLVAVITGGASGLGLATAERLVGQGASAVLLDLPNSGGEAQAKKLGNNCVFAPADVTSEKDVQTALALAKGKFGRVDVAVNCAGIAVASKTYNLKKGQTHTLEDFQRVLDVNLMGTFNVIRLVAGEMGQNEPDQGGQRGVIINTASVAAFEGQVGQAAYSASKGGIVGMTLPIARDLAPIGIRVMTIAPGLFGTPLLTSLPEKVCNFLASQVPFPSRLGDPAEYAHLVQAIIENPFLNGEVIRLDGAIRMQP
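E. coli-expressed His-tagged HADH2 tested at 20 nM in alkaline Tris buffer (pH 9.0); oxidation of 90 uM beta-hydroxybutyryl-CoA with 1 mM NAD+ tracked fluorimetrically for 4 min.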
HBB splicing – qHTS Assay for Modulators of Hemoglobin Beta Chain Splicing | Potency, µM (series often up to 46.1 µM), for inactives: at the highest dose activation, most hits filed as activators | AID 925, 2007 | 0.06% of 65,000 active | HBB splicing reporter cell assay, activation; EGFP reporter with mutant IVS2-654 intron; response scale: normalised to 500 nM splice-correcting PNA; note: potency is the fitted concentration of half-maximal effect; 0% is about no effect
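Compounds were applied for 2 days to HeLa EGFP-654 cells, 500/well in Optimem with 2% FCS. The reporter's EGFP is disrupted by mis-splicing of beta-globin intron IVS2-654. Readout: summed well GFP fluorescence from 488 nm laser scanning; reference was 500 nM antisense […] 654 PNA.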
GFP derepression – qHTS Assay for Epigenetic Modulators. 0.09% of 68,000 active. mouse C127i GFP locus derepression, cytometry, 30 h. Potency, µM (doses to about 46.1 µM), for inactives: at the top dose GFP derepression (activation); note: % of control where 0% means no effect
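Read-out is the number of GFP-positive cells, scored as fluorescent objects 20 to 120 um wide, reflecting derepression of a silenced CMV-GFP reporter in murine C127i cells after 30 h compound exposure at 37 C.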
* = called active by the depositor; i = inactive; ? = inconclusive; nt = no result given; [ ] = dose if it differs, or a comment. Unless noted, calls come from the whole dose curve; as a rule, active = well fitted curve in the direction sought with a large enough effect; inconclusive = small, poorly fitted or top-dose-only effect, or another doubt; inactive = no such curve, though single readings can be large; an effect the other way counts as inactive or inconclusive.

Sample of the layout (two entries):
no.	mol	ALOX15 inhib	Rhodamine autofl	Texas Red fluor	4-MU autofl	Ub-GFP proteasome	Hsp90 Hop PPI
1	O=C(CCc1nc2ccccc2[nH]1)N1CCc2ccccc2C1	-4.8%	nt	nt	nt	3.1%	0.1%
2	Cc1ccc(C(=O)NC2CCCCCC2)o1	3.8%	i	i	i	-8.4%	-3.2%

no.	DNA Pol III inh	Fluorescein fluor	HADH2 inh	HBB splicing	GFP derepression
1	-21.8%	nt	2.1%	-0.3%	-2.3%
2	3.3%	i	1.0%	2.3%	1.7%

The list itself, from the start:
no.	mol	ALOX15 inhib	Rhodamine autofl	Texas Red fluor	4-MU autofl	Ub-GFP proteasome	Hsp90 Hop PPI
1	O=C(CCc1nc2ccccc2[nH]1)N1CCc2ccccc2C1	-4.8%	nt	nt	nt	3.1%	0.1%
2	Cc1ccc(C(=O)NC2CCCCCC2)o1	3.8%	i	i	i	-8.4%	-3.2%
3	CS(=O)(=O)Nc1ccc(C(=O)Nc2ccccc2C(=O)N2CCCC2)cc1	0.3%	i	i	i	-3.0%	-4.8%
4	Cn1c(Cc2csc(N)n2)nnc1SCC(=O)NCc1ccccc1	7.4%	i	?	i	4.2%	?
5	C/C(N)=C(/C#N)C(=O)CSc1nc2ccc(C)cc2[nH]1	-20.0%	i	i	i	-6.5%	-2.0%
6	CCCCCCn1c(CN2CCCC(C)C2)nc2c1c(=O)n(C)c(=O)n2C (stereo unspecified)	8.2%	i	i	i	-12.9%	-4.0%
7	CCOC(=O)C(C(=O)OCC)N(C#N)c1nc(SC)nc(N(C)C)n1	nt	i	i	i	nt	nt
8	Cc1cccc(OCc2nnc(SCc3cc(=O)n4cc(Br)ccc4n3)o2)c1	-2.1%	i	i	3.97e-08M*	-0.4%	0.9%
9	COCCn1c(=O)c(-c2cn(C)c3ccccc23)nc2cnc(N3CCOCC3)nc21	3.2%	i	i	i	-1.6%	-4.3%
10	COCCCNC(CC(=O)Nc1ccc(OC)cc1OC)C(=O)O (stereo unspecified)	-3.8%	i	i	2.83e-08M*	3.0%	-4.3%

no.	DNA Pol III inh	Fluorescein fluor	HADH2 inh	HBB splicing	GFP derepression
1	-21.8%	nt	2.1%	-0.3%	-2.3%
2	3.3%	i	1.0%	2.3%	1.7%
3	-5.3%	?	9.0%	-1.7%	2.9%
4	-8.6%	i	4.2%	0.2%	-4.3%
5	-3.7%	i	-6.1%	-2.8%	-0.2%
6	-8.3%	i	8.6%	-2.5%	-1.1%
7	nt	?	nt	nt	-2.6%[20.6 µM]
8	-5.5%	?	2.9%	-0.4%[57.5 µM]	6.4%
9	-3.7%	?	-1.4%	1.3%	5.4%[9.22 µM]
10	-1.9%	?	7.5%	-1.9%	0.0%

(continued)
no.	mol	ALOX15 inhib	Rhodamine autofl	Texas Red fluor	4-MU autofl	Ub-GFP proteasome	Hsp90 Hop PPI
11	CCCOC(=O)C1=C(C)NC2=C(C(=O)CCC2)C1c1cccs1 (stereo unspecified)	?	i	i	8.61e-08M*	0.9%	?
12	CCC(NC(=O)Nc1ccc(O)cc1)(C(F)(F)F)C(F)(F)F	nt	i	?	i	nt	nt
13	COC(=O)c1sccc1NS(=O)(=O)c1ccc(OC)cc1	-1.5%	nt	nt	nt	-15.4%	12.8%
14	O=C(CSc1nc2[nH]ncc2c(=O)n1-c1ccccc1Br)NCc1ccco1	-8.2%	i	i	i	nt	-5.2%
15	O=C(Nc1cnn(Cc2ccc(F)cc2)c1)c1cc2nc(-c3ccco3)cc(C(F)(F)F)n2n1	-12.5%	i	i	?	2.2%	-4.5%
16	COc1ccc(NC(=O)C2CC(=O)N(C)C(=Nc3ccc4c(c3)OCO4)S2)cc1 (stereo unspecified)	-13.3%	i	?	i	-1.1%	-9.0%
17	Cc1ccc2nc(C3CCN(C(=O)c4ccco4)CC3)[nH]c2c1	1.3%	i	?	i	0.0%	-0.5%
18	Cc1nc(-c2cn[nH]c2)c2cc(C)oc2n1	nt	i	i	i	nt	nt
19	COc1ccc(OC)c(C2CC(=O)N3CN(c4cccc(Cl)c4C)CSC3=C2C#N)c1 (stereo unspecified)	?	nt	nt	nt	14.7%	-7.2%[2.3 µM]
20	CCN(CC)c1ccc2c(c1)oc(=O)c1c(Cl)cc(=O)oc12	-18.9%	i	i	5.38e-08M*	2.8%	3.8%

no.	DNA Pol III inh	Fluorescein fluor	HADH2 inh	HBB splicing	GFP derepression
11	-1.1%	i	-16.8%	nt	-0.1%
12	nt	i	nt	nt	0.0%[20.6 µM]
13	-1.7%	nt	-17.2%	0.2%	0.0%
14	-5.6%	?	?	7.1%[0.369 µM]	-2.1%
15	-0.6%	?	17.4%	nt	1.9%
16	-3.8%	i	1.4%	nt	4.3%
17	-5.1%	i	-1.3%	nt	2.4%
18	nt	i	nt	nt	-0.5%[20.6 µM]
19	-0.2%	nt	1.26µM*	1.0%	nt
20	1.6%	4.78e-07M*	?	0.1%	?

From compound 11 up to 17, as listed above:
no.	mol	ALOX15 inhib	Rhodamine autofl	Texas Red fluor	4-MU autofl	Ub-GFP proteasome	Hsp90 Hop PPI
11	CCCOC(=O)C1=C(C)NC2=C(C(=O)CCC2)C1c1cccs1 (stereo unspecified)	?	i	i	8.61e-08M*	0.9%	?
12	CCC(NC(=O)Nc1ccc(O)cc1)(C(F)(F)F)C(F)(F)F	nt	i	?	i	nt	nt
13	COC(=O)c1sccc1NS(=O)(=O)c1ccc(OC)cc1	-1.5%	nt	nt	nt	-15.4%	12.8%
14	O=C(CSc1nc2[nH]ncc2c(=O)n1-c1ccccc1Br)NCc1ccco1	-8.2%	i	i	i	nt	-5.2%
15	O=C(Nc1cnn(Cc2ccc(F)cc2)c1)c1cc2nc(-c3ccco3)cc(C(F)(F)F)n2n1	-12.5%	i	i	?	2.2%	-4.5%
16	COc1ccc(NC(=O)C2CC(=O)N(C)C(=Nc3ccc4c(c3)OCO4)S2)cc1 (stereo unspecified)	-13.3%	i	?	i	-1.1%	-9.0%
17	Cc1ccc2nc(C3CCN(C(=O)c4ccco4)CC3)[nH]c2c1	1.3%	i	?	i	0.0%	-0.5%

no.	DNA Pol III inh	Fluorescein fluor	HADH2 inh	HBB splicing	GFP derepression
11	-1.1%	i	-16.8%	nt	-0.1%
12	nt	i	nt	nt	0.0%[20.6 µM]
13	-1.7%	nt	-17.2%	0.2%	0.0%
14	-5.6%	?	?	7.1%[0.369 µM]	-2.1%
15	-0.6%	?	17.4%	nt	1.9%
16	-3.8%	i	1.4%	nt	4.3%
17	-5.1%	i	-1.3%	nt	2.4%

Following part
no.	mol	ALOX15 inhib	Rhodamine autofl	Texas Red fluor	4-MU autofl	Ub-GFP proteasome	Hsp90 Hop PPI
21	CCCn1c(C)cc(C(=O)COC(=O)c2ccc(Cl)c(S(=O)(=O)N3CCCC3)c2)c1C	0.4%	i	i	i	0.3%	-3.0%
22	COc1ccc(CC(=O)OCc2cc3ccc(C)cc3[nH]c2=O)cc1	-13.4%	i	i	i	-4.3%	1.9%
23	O=C(Nc1cccc2cccc(NC(=O)c3ccco3)c12)c1ccco1	-13.7%	i	i	i	4.8%	-16.4%
24	COc1ccc(S(=O)(=O)N2CCCC2C(=O)Nc2ccc(O)cc2)cc1 (stereo unspecified)	14.3%	nt	nt	nt	9.4%	-5.4%

no.	DNA Pol III inh	Fluorescein fluor	HADH2 inh	HBB splicing	GFP derepression
21	2.1%	i	-3.0%	0.0%[57.5 µM]	-1.2%
22	-0.1%	?	-24.6%	4.8%[1.84 µM]	1.6%
23	-3.6%	i	-16.5%	-0.9%	-2.7%
24	3.5%	nt	1.9%	-0.9%	4.2%

Some of the compounds tested; rates above refer to the full screens.
